High-throughput results as filed in PubChem.
GSH bead fluor: compound fluoresces at 488/530 nm on GSH beads. GSH beads flow cytometry, compound fluorescence 488/530 nm; stronger effect = higher value. fluorescence (KMESF) at 10 µM. hit rate 0.25% among 190,000; in the data active = fluorescence above about 89;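 note: glutathione beads carrying GST-tagged Bcl family fusion proteins plus one bare bead set; values are compound well signal with DMSO vehicle wells as background; inactives centre near 16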
Bfl-1 Bim block: inhibitors of Bim-Bfl-1 interaction, human; hit rate 0.12% among 190,000; inhibition, % at 10 µM; Q16548; Bead-based flow cytometry, Bim-Bfl-1 binding inhibition;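 note: 0% = wells without compound plus tracer and 100% = blocker peptide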
ABCG2 inh: human ABCG2 inhibition, ABCB1 as counter-screen | hit rate 0.1% among 190,000 | IgMXP3 cells, JC-1 efflux, flow cytometry | Q9UNQ0 | inhibition, % at 6.6 µM;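 active = inhibition above 80%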;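 note: 0% = DMSO and 100% = nicardipine control wells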
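material = IgMXP3 (ABCG2) plus far-red-tagged CCRF-Adr (ABCB1) cells | amount = 3 million cells/mL, equal mix of both lines | also added = JC-1 transporter substrate | dosing = one concentration, 6.6 µM final | schedule = 10 min at 25 °C | measured by = flow cytometric JC-1 green MFI at 530 nm | read-out basis = percent efflux inhibition, scaled nicardipine 100% to DMSO 0%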
Bim-Bcl-B: inhibitors of Bim-Bcl-B interaction, human; hit rate 0.073% among 190,000; inhibition, % at 10 µM; bead-based flow cytometry, Bim peptide-Bcl-B binding; AID 951;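 note: 0% = tracer peptide without compound and 100% = reference inhibitor peptide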
RGS4-Gao reg: modulates binding of RGS4 to human Galphao; P09471; Multiplexed bead flow cytometry; actives lie on both sides; binding response (% of control), % at 10 µM; hit rate 0.33% among 220,000; AID 1415; in the data active = binding response below about 49% or above about 150%; inactive = in between;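 note: fluorescent Galphao activated with aluminum fluoride binding bead-coupled RGS4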
ABCB1 inh: human ABCB1 inhibition, ABCG2 as counter-screen; CCRF-Adr cells, JC-1 efflux, flow cytometry; hit rate 0.067% among 190,000; AID 1326; inhibition, % at 6.6 µM; P08183; in the data active = inhibition above about 40%;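 note: 0% = vehicle and 100% = reference inhibitor; higher value means more JC-1 retained so stronger ABCB1 efflux block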
Target sequence (P08183 whole entry, looked up): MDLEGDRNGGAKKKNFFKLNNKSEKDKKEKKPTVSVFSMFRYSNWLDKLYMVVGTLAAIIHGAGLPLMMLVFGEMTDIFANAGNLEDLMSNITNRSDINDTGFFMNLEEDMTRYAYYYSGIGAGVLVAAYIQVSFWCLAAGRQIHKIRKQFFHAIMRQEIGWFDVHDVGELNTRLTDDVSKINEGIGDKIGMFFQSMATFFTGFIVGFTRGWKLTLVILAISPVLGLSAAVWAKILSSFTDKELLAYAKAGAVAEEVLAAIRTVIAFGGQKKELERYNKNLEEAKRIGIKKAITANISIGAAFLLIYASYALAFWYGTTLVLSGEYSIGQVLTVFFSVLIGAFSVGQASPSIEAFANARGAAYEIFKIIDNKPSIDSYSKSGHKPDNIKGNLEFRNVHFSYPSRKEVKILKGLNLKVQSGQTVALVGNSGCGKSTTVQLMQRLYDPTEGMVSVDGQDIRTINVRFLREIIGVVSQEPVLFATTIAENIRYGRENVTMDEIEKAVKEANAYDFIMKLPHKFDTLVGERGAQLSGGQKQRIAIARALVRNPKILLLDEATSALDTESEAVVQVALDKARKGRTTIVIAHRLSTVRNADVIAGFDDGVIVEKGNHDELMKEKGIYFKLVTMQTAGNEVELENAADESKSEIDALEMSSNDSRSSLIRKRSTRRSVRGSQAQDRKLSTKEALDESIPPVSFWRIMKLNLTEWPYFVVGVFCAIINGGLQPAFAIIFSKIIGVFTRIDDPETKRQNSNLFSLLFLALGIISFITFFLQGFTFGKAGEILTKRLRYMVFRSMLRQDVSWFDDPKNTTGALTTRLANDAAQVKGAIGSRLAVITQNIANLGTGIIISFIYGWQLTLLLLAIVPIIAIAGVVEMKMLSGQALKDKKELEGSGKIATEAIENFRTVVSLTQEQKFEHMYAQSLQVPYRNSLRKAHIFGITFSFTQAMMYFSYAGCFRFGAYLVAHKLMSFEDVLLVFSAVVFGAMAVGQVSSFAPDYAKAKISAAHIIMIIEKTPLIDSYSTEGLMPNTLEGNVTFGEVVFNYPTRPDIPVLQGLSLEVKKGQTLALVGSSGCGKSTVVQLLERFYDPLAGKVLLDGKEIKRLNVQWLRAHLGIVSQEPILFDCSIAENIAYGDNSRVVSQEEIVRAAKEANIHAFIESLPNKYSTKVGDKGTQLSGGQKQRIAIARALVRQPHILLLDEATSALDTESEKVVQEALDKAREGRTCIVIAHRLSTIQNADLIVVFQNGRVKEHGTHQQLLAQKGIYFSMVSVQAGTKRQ
Bim-Bcl-XL: human Bim-Bcl-XL interaction inhibition | inhibition, % at 10 µM | Q07817 | Bim peptide-Bcl-XL binding, bead flow cytometry, fluorescence | hit rate 0.04% among 190,000
RGS7-Gao reg: regulators of human RGS7-Galphao interaction | Multiplexed bead flow cytometry, RGS7-Galphao binding; actives lie on both sides | binding response (% of control), % at 10 µM | hit rate 0.35% among 220,000 | AID 1439 | P09471; in the data active = binding response below about 49% or above about 150%; inconclusive = no clear call, values can overlap the other calls; inactive = in between;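 note: fluorescent Galphao held in activated GDP-AlF4 state binding bead-coupled RGS7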
RGS8-Gao: human RGS8-Galphao interaction regulation | P09471 | multiplexed bead flow cytometry, RGS8-Galphao binding; actives lie on both sides | response (percent of control binding), % at 10 µM | hit rate 0.34% among 220,000; in the data active = response below about 60% or above about 140%; inactive = in between;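 note: Galphao activated as the GDP aluminium fluoride complex binding bead-coupled RGS8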
Bcl-2 Bim block: human Bim-Bcl-2 interaction inhibition | P10415 | Bead-based flow cytometry, Bim peptide-Bcl-2 binding | inhibition, % at 10 µM | hit rate 0.06% among 190,000 | AID 950; in the data active = inhibition above about 40%; inconclusive = no clear call, values can overlap the other calls;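 note: 0% = no compound wells with probe peptide and 100% = reference peptide inhibitor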
Bcl-W Bim block: disrupts Bim peptide binding to human Bcl-W | AID 952 | bead-based flow cytometry | inhibition, % at 10 µM | Q92843 | hit rate 0.02% among 190,000;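 note: 0% = bound tracer without compound and 100% = peptide blocker; higher means less fluorescent Bim peptide bound to Bcl-W beads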
* hit, by the source's call; ? = inconclusive. Cut-off read from the data, not from the text of the source, unless noted: active = inhibition above about 40%. Hits appear at their usual frequency; 1.1% or so of the library scored in one or more.

The first 2 records, to show the layout:
SMILES	GSH bead fluor	Bfl-1 Bim block	ABCG2 inh	Bim-Bcl-B	RGS4-Gao reg	ABCB1 inh	Bim-Bcl-XL	RGS7-Gao reg	RGS8-Gao	Bcl-2 Bim block	Bcl-W Bim block
COc1ccc(C(=O)CC(=O)C(=O)NCCc2cccc(C)c2)cc1	6	-1	1	-4	102	0.5	-2	98	101	-1	0
CC1=Nc2cccc3cccc(c23)N1C	2	6	11	-10	99	0.9	-3	99	99	2	7

The listing, repeating the preview:
SMILES	GSH bead fluor	Bfl-1 Bim block	ABCG2 inh	Bim-Bcl-B	RGS4-Gao reg	ABCB1 inh	Bim-Bcl-XL	RGS7-Gao reg	RGS8-Gao	Bcl-2 Bim block	Bcl-W Bim block
COc1ccc(C(=O)CC(=O)C(=O)NCCc2cccc(C)c2)cc1	6	-1	1	-4	102	0.5	-2	98	101	-1	0
CC1=Nc2cccc3cccc(c23)N1C	2	6	11	-10	99	0.9	-3	99	99	2	7
CCOc1ccccc1Nc1nc(-c2sc(NC(=O)c3ccc([N+](=O)[O-])cc3)nc2C)cs1	10	-1	-4	0	79	-1.3	0	95	94	-1	0
Cc1nc(C)c(C(=O)N(c2ccc(C)c(C)c2)C(C(=O)NCc2ccco2)c2ccccc2)s1 (stereo not given)	26	-14	1	-8	101	1.0	10	100	100	-13	0
COc1ccc(CCNC(=O)c2c(O)c3cccc4c3n(c2=O)CC4)cc1	22	-10	3	-8	101	0.9	-5	99	103	-11	-1
Cc1ccc(NS(=O)(=O)c2cc(C(=O)OCC(=O)NCC3CCCO3)ccc2C)cc1 (stereo not given)	13	2	1	-3	103	0.2	-3	103	107	0	4
O=C(O)C1CCN(C(=O)c2scc3c2OCCO3)CC1	15	-10	1	-12	106	1.8	-9	104	102	-11	-1
COn1cnnc1-c1ccccc1	20	0	0	3	120	0.1	2	119	119	0	0
O=c1cc(N2CCC(Cc3ccccc3)CC2)[nH]c(=O)n1C1CCCCC1	9	-12	5	-6	102	0.9	0	101	100	-2	0
Cc1ccc(NC(=O)c2ccc(Cl)nc2)cc1	10	-5	7	1	101	0.4	-2	97	102	-1	-4
Cc1cc(C)n(/N=C/c2cccc(O)c2)c(=O)c1C(N)=O	10	-3	1	0	81	0.2	-1	82	93	2	1
O=C(O)CC/C(=N/NC(=O)c1cccs1)c1ccccc1	7	0	0	1	104	0.3	1	108	100	1	-2
CCc1n[nH]c(=S)n1/N=C/c1c[nH]c2ccc(Br)cc12	9	10	-1	-28	103	-0.7	-1	98	99	5	6
O=C(Nc1cc(S(=O)(=O)N2CCOCC2)ccc1Cl)c1cc(=O)c2ccccc2o1	12	3	16	0	101	5.7	0	101	99	-2	-1
COC(=O)CNC(=O)/C=C/c1ccc(OC)cc1	13	-7	1	-4	103	0.3	-5	106	102	-1	1
COc1ccc(OC)c(Nc2nc(-c3sc(N)nc3C)cs2)c1	6	0	-2	5	103	-0.2	13	92	102	-1	12
Cc1c(C)n(C)c2ccc([N+](=O)[O-])cc12	9	0	8	-6	102	1.0	-1	101	102	0	0
CCN(CC)CC(C)OC(=O)c1cc(OC)c(OC)c(OC)c1 (stereo not given)	17	-3	1	-3	99	0.4	-7	97	101	-1	-5
Clc1ccc(-c2ncc3ccccn23)cc1	12	-4	4	-2	107	0.4	-2	105	105	-2	-1
C=CCn1c(SCC(=O)Nc2cc(NC(C)=O)ccc2OC)nnc1-c1ccccn1	46	-11	0	-12	99	0.2	4	99	100	-8	3
Cc1ccc(NC(=O)CN(c2ccccc2)S(=O)(=O)N(C)C)cc1C	14	-3	11	-10	99	0.5	-6	102	103	-3	-6
CSc1ccccc1NC(=O)CSCc1ccc(Br)cc1	12	-3	2	-3	103	0.1	1	103	102	-2	-1
Cc1ccc(C(=O)C2CCN(CC(=O)Nc3nc(C)cs3)CC2)cc1	33	-19	30	-11	103	-0.5	-8	106	100	-12	0
CCCNC(=O)COc1cccc(C(=O)NCc2ccccc2)c1	6	-2	5	-2	101	0.4	-2	102	106	1	0
CC1(C)C(=O)Nc2ccccc2N1C(=O)COc1ncnc2c(Cl)cc(Cl)cc12	31	12	14	0	92	1.4	-2	94	85	-2	3
SMILES	GSH bead fluor	Bfl-1 Bim block	ABCG2 inh	Bim-Bcl-B	RGS4-Gao reg	ABCB1 inh	Bim-Bcl-XL	RGS7-Gao reg	RGS8-Gao	Bcl-2 Bim block	Bcl-W Bim block
O=C(Nc1cccc([N+](=O)[O-])c1)c1[nH]ncc1Cl	7	0	30	-4	89	1.4	-1	100	79	0	0
N/C(=N\NC(=O)c1ccccc1)c1cc2ccccc2oc1=O	21	-3	3	-5	103	0.4	-2	102	107	3	4
CC(C)(C)c1ccc2c(c1)OC(C(=O)N/N=C\c1ccccn1)CO2 (stereo not given)	11	-8	11	-4	95	1.6	-2	99	97	0	0
Cc1ccc(NC(=O)Nc2cccn(Cc3c(F)cccc3Cl)c2=O)cc1	14	-4	2	-2	97	-0.4	-2	100	99	-4	2
Cc1cc(C)n(C(=O)CNC(=O)c2ccc3c(c2)OCCO3)n1	39	-11	0	-9	99	0.0	-9	97	101	-10	-1
Cc1ccc(C(=O)n2ncn(C)c2=S)cc1	10	-4	3	-5	97	2.3	-3	?	100	0	-3
NNC(=O)C=C1CCN(c2ncc(C(F)(F)F)cc2Cl)CC1	43	-10	0	-8	101	0.3	-12	99	103	-7	0
NC(=O)C1(N2CCCCC2)CCN(S(=O)(=O)c2cc(Cl)ccc2Cl)CC1	12	-8	6	-5	102	1.2	-4	100	101	-7	-1
O=C(CN1C(=O)/C(=C\c2ccccc2Cl)Oc2ccccc21)NCc1cccnc1	18	-2	16	-2	98	1.8	0	99	100	-2	-1
COc1ccc(S(=O)(=O)n2cnc(C)c2)cc1	27	-9	0	-5	104	0.3	0	102	105	0	0
O=C(COc1ncnc2ccccc12)NCCCN1CCCC1=O	28	-1	0	-1	100	0.1	-2	98	100	0	-1
COc1ccc(Nc2nc(-c3cccs3)nc3ccccc23)cc1	4	-1	0	-8	100	0.1	-3	101	102	-4	-1
Cc1nn(Cc2ccccc2Cl)c(C)c1NC(=O)C1C2CCC(O2)C1C(=O)O (stereo not given)	12	-2	0	-2	88	-0.1	-8	91	91	-3	-3
Cc1ccc(Nc2ncc3c(n2)CC(C)(C)CC3=O)cc1	20	-2	5	-3	97	0.4	2	99	100	0	1
CCOC(=O)c1c(-c2ccccc2)csc1NC(=O)CCN1C(=O)c2ccccc2C1=O	11	-1	17	-2	96	0.7	-5	98	96	0	-4
O=C(c1ccco1)N1N=C(c2ccc3nccnc3c2)CC1c1ccccc1 (stereo not given)	13	-2	5	-1	99	6.1	0	102	104	-1	0
CCNC(=S)NNc1nc(N2CCCCC2)nc(N2CCOCC2)n1	27	-3	-1	-9	102	-0.3	-2	105	101	0	0
CCOC(=O)C(NC(=O)c1ccc(Cl)cc1Cl)(Nc1ccc(C)cc1)C(F)(F)F (stereo not given)	8	2	-1	4	100	-0.2	0	96	103	2	3
CC(C)NC(=O)CSc1c2c(nc3ccccc13)CCCC2	10	-1	2	-3	99	1.1	-3	101	100	1	0
O=C(c1ccccc1)N1CCC(O)(c2cccnc2)CC1	12	0	0	-1	100	0.1	-2	100	101	-1	0
N#C/C(=C\c1ccc(N2CCCC2)c([N+](=O)[O-])c1)c1nc2ccccc2[nH]1	12	3	-2	0	99	-0.1	2	95	98	3	-2
COc1ccc(OC(=O)c2cc(S(=O)(=O)N3CCCC3)ccc2Cl)cc1	47	-11	2	-6	83	0.4	-13	87	92	-6	2
Cc1[nH]c2ccccc2c1NC(=O)CN1CCN(c2cccc(C(F)(F)F)c2)CC1	17	0	4	-2	98	0.4	-2	100	102	-5	0
CC(C)CC(NC(=O)CC12CC3CC(CC(C3)C1)C2)C(=O)NC1=NCCS1 (stereo not given)	9	-7	0	-3	100	0.1	-1	94	100	-3	0
COc1ccc(C(=O)NCC(=O)N/N=C(C)\C=C\c2ccccc2)cc1OC	13	-9	1	-5	97	-0.5	-3	91	100	-5	-2
SMILES	GSH bead fluor	Bfl-1 Bim block	ABCG2 inh	Bim-Bcl-B	RGS4-Gao reg	ABCB1 inh	Bim-Bcl-XL	RGS7-Gao reg	RGS8-Gao	Bcl-2 Bim block	Bcl-W Bim block
Cc1ccccc1CN(C)CC(=O)Nc1c(C)cccc1C(C)C	13	-5	5	-1	103	1.5	2	107	105	-2	0
CSCC[C@@H](C(=O)NCc1cccs1)N1Cc2ccccc2C1=O	17	-8	-2	-7	102	-1.8	-1	102	101	-6	2
CC[n+]1c(P(=O)([O-])c2ccccc2)[nH]c2ccccc21	25	0	1	1	101	0.1	-1	100	110	-1	2
Cn1c(SCC(=O)NC2CC2)nnc1-c1cccc(NC(=O)c2ccccc2F)c1	13	0	2	5	99	0.8	5	102	102	-2	3
CC1CCC(C(C)C)C(=O)/C1=C\c1ccc(NC(=O)CCC(=O)O)cc1 (stereo not given)	17	-5	11	-3	97	0.8	-3	?	100	-1	0
CCOC(=O)C1C(=O)C(C(C)=O)C(=O)CC1CC(C)SCC (stereo not given)	36	-9	-1	-7	103	0.2	-7	101	103	-8	-2
CNC(=O)c1ccsc1NC(=O)c1ccc(Cl)s1	24	-11	1	-5	100	0.1	-1	103	98	-9	0
COc1cc(CNC2CCCC2)cc(Br)c1OCC(=O)Nc1ccccc1C	9	-6	10	-4	101	2.3	-3	101	102	-2	-1
COC(=O)C(NC(C)=O)(Nc1ccc(Br)cc1)C(=O)OC	22	2	1	-1	102	0.7	-2	102	100	2	-2
CCOc1ccc(C(=O)Nc2cc(-c3nc4ccccc4[nH]3)ccc2C)cc1[N+](=O)[O-]	26	5	-3	-1	110	0.9	0	120	97	-4	-2
COC(=O)CN1C(=O)C2(C(C#N)=C(N)Oc3cc(C)oc(=O)c32)c2ccccc21 (stereo not given)	13	-16	1	-3	101	0.1	0	98	100	-4	0
O=[N+]([O-])c1ccc2nc(SCc3cn4ccccc4n3)[nH]c2c1	12	0	46	-9	90	0.8	-3	94	93	-1	-4
O=C(CCN1CCc2ccccc2C(c2ccccc2)C1)c1ccc2c(c1)OCCO2 (stereo not given)	31	-1	-2	0	100	-0.2	0	100	99	1	0
CC(C)c1cc(C(=O)Nc2cc(Cl)ccc2O)no1	52	-6	4	-4	95	0.5	-2	96	96	-6	2
COc1nc(NC2CCCCC2)nc(N2CCCCCC2)n1	21	-16	1	-28	102	0.4	-23	102	106	-18	-18
Cc1cc(=O)n(C)c(=O)n1CCCCCCOc1cccc([N+](=O)[O-])c1	10	-5	18	-8	100	1.1	-8	108	101	-7	-6
O=c1c2ccccc2nc(COc2ccccc2)n1/N=C/c1ccco1	8	-3	4	-1	92	0.9	3	88	98	-3	-3
O=C(Cc1ccccc1)NC(NCCc1ccccc1)C(Cl)(Cl)Cl (stereo not given)	16	0	3	-2	105	0.7	0	98	102	-2	-2
Cc1ccc(OCC(=O)N/N=C2/SCC(=O)N2Cc2ccccc2)cc1	7	-4	10	-3	97	1.2	-6	97	99	0	-2
O=C(CSc1nc(O)c(Cc2ccccc2F)c(=O)[nH]1)N1CCCCCC1	73	-6	-1	2	100	-0.4	-1	100	97	-1	0
